Source: PubChem
PglD inh: PglD (C. jejuni) enzyme inhibition. purified PglD enzyme, DTNB colorimetric CoA detection. inhibition, % at 12.5 µM. 0.098% of 360,000 active. AID 602405; in the data active means inhibition above about 16%, passing the limit was not always enough; further: strong numbers were not always called active
ERAP1 inh: inhibitors of human ERAP1 aminopeptidase. Q9NZ08. recombinant ERAP1, Leu-AMC fluorescence, 60 min. inhibition, % at 10.7 µM. 0.15% of 340,000 active. AID 652197;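 active means mean replicate inhibition of at least 30%, or all replicates individually reaching that 30% level; inactive means mean below 30% and not every replicate reaching it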;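 further: 0% = neutral control wells and 100% = L-leucinethiol positive control wells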
Target sequence (Q9NZ08 whole entry, looked up): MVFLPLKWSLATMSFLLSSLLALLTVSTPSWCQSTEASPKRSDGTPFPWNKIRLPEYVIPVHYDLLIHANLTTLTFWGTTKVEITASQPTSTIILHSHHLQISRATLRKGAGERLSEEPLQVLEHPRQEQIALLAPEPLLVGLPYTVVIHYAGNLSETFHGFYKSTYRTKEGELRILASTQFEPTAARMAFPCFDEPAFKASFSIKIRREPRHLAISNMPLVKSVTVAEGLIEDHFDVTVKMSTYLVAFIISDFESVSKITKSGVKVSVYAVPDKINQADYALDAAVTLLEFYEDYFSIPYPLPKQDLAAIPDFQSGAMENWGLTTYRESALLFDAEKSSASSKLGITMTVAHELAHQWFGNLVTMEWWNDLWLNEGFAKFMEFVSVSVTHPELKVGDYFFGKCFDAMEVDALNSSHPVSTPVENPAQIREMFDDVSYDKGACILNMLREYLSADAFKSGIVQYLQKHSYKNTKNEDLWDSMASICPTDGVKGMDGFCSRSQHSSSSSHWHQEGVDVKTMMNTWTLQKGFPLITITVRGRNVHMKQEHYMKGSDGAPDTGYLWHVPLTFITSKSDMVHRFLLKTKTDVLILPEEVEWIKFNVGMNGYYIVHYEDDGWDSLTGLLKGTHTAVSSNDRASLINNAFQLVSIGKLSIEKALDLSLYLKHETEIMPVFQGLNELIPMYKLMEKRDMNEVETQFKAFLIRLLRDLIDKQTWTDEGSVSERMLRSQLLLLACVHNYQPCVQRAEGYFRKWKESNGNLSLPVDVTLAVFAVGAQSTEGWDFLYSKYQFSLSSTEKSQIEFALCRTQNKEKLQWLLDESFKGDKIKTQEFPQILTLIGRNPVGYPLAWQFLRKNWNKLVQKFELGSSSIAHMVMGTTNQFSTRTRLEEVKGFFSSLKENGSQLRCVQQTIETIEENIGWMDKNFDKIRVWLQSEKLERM
EWS-Fli inh: blocks EWS/Fli oncoprotein-driven transcription; inhibition, % at 12.6 µM; A673 NR0B1-luciferase reporter, viability-normalised; AID 651661; 0.67% of 350,000 active;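 active means mean inhibition of at least 50% after viability correction, with every replicate also passing that limit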;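 further: firefly luciferase signal divided by Alamar Blue viability fluorescence both relative to DMSO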
S100A4 MyoIIA: S100A4-myosin IIA interaction inhibition | P26447 | S100A4/TAMRA-MyoIIA peptide fluorescence polarization | inhibition, % at 10.7 µM | 0.14% of 360,000 active | AID 652163;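 active means mean inhibition of at least 70% across replicates, with every replicate also reaching that level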
Target sequence (P26447 whole entry, looked up): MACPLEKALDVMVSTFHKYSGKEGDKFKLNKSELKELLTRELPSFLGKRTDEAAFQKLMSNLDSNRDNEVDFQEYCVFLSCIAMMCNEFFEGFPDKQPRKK
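Test system: S100A4 monomer protein; Medium: HEPES pH 7.2 with CaCl2, KCl, NaCl, DTT, Triton; Probe or stimulus: TAMRA-labelled myosin IIA heavy-chain peptide probe, 5 nM; Doses: one dose per compound; Times: polarization read 5 min after assay mix addition, stable 5–60 min; Benchmarks: neutral control DMSO, positive control TFP.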
PGC1a acetyl inh: PGC1a acetylation modulation, inhibitor mode; 0.17% of 350,000 active; U2OS PGC1a acetylation, AlphaScreen anti-acetyl-lysine; with virally co-expressed GCN5 acetyltransferase; inhibition, % at 15.6 µM;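 active means every replicate shows inhibition of at least 40%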;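 further: 0% = neutral control wells and 100% = positive control wells; some results beyond the cut were filed as inactive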
PAX8 reporter: inhibitors of PAX8 transcriptional activity in RMG-I cells; RMG-I TPO-luciferase reporter, SteadyGlo, 24 h; inhibition, % at 12.6 µM; 1.2% of 360,000 active; AID 652154;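 active means mean replicate inhibition at least 60% with every replicate also reaching 60%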;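 further: luciferase light reporting Pax8 driven TPO promoter activity; plate controls were median of neutral control wells for no effect and mitoxantrone controls for full effect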
LGR2 inh: inhibitors of bursicon-induced Drosophila LGR2 receptor cAMP signaling; HEK293 LGR2, CRE-luciferase, bursicon-stimulated, 4 h; inhibition, % at 9.99 µM; 0.35% of 380,000 active; AID 720647;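 active means drop in luminescence signal, shown as inhibition above about 50% in the replicate tests, limit read from the data, passing the limit was not always enough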;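 further: agonist challenge used bursicon conditioned medium at about half maximal strength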
FN deposit inh: fibronectin deposition inhibition. AH1F fibroblasts, Alexa488-fibronectin deposition fluorescence, overnight. inhibition, % at 12.6 µM. 0.086% of 350,000 active;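 active means mean inhibition across replicates of 30% or more, regardless of how many single replicates reach that level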;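 further: positive control wells lacked labelled fibronectin entirely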
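Assay system: AH1F fibroblasts / Quantity: 10000 cells per well / Medium: DMEM plus 2% serum, read in PBS / Reagent: labelled fibronectin 24 nM / Dosing: single dose, pinned / Times: 1 h cell attachment, overnight exposure to compound and label / Signal: fluorescence, ex 485 nm, em 525 nm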
* = called active by the depositor; / = no result given; & = joins results of further samples; ! = not confirmed by another sample.

SMILES	PglD inh	ERAP1 inh	EWS-Fli inh	S100A4 MyoIIA	PGC1a acetyl inh	PAX8 reporter	LGR2 inh	FN deposit inh
C[C@@H]1CN([C@@H](C)CO)C(=O)Cc2cc(NC(=O)C3CCCCC3)ccc2O[C@H]1CN(C)Cc1ccc(C(=O)Nc2ccccc2N)cc1	9	0	52*	0	-20	/	-6	3
COc1ccc(S(=O)(=O)Nc2ccc3c(c2)C(=O)N([C@@H](C)CO)C[C@H](C)[C@H](CN(C)C(=O)Nc2cccc4ccccc24)OCCCC[C@H](C)O3)cc1	0	/	-5	/	4	10	-5	/
Cc1ccc(CCN2CC(C(=O)NCCCN3CCN(C)CC3)CC2=O)cc1 (stereo not given)	-1	-2	2	-1	6	9	5	-2
CCN(CC)S(=O)(=O)c1ccc2oc(C(=O)NCCN3CCOCC3)c(C)c2c1	-1	-2	3	0	0	5	2	6
CCOC(=O)c1cc(-c2ccccc2)nn1CC1CC(c2cccnc2)=NO1 (stereo not given)	-3	4	-3	7	-4	-4	-10	2
CC1CCN(C(=O)C2CCN(S(=O)(=O)c3cc(Cl)ccc3Cl)CC2)CC1	/	5	11	18	-6	10	12	-1
C[C@@H]1CN([C@@H](C)CO)C(=O)c2cc(C#CCN(C)C)cnc2O[C@H]1CN(C)Cc1ccc(-c2ccccc2)cc1	-2&3	0&-1	73*!	2&-16	-46&-35	/	-9	/
COCC(=O)N1CC(=O)N2[C@H](CO)[C@@H](c3ccc(C#CC4CC4)cc3)[C@H]2C1	/	-4	-4	-3	-4	-5	3	-9
Cc1ccc(S(=O)(=O)N2CCOCC2)cc1NC(=O)COC(=O)C1COc2ccccc2O1 (stereo not given)	2	0	-1	3	13	16	/	-1
CCOC(=O)c1ccc(S(=O)(=O)Nc2ccccc2-c2nnn(CC)n2)cc1	3	3	2	9	1	/	-8	/
Cc1cccc2c(N=O)c(O)[nH]c12	2	18	13	-5	-2	25	-1	2
O=C(CNC(=O)c1cccs1)NCC(=O)OCc1cccc(Cl)c1	-3	-2	/	-3	-2	/	2	1
O=C(CSc1ncc(-c2ccc(F)cc2)[nH]1)N1CCCCC1	-3	-2	-64	0	0	/	17	/
C[C@H](CO)N1C[C@H](C)[C@@H](CN(C)CC2CCCCC2)Oc2ccc(NC(=O)C3CCCCC3)cc2C1=O	3	-1	-3	3	4	/	/	-5
CCOC(=O)N1CCN(S(=O)(=O)c2ccc(OC)c(Br)c2)CC1	-1	-1	22	-4	/	-1	4	0
N#Cc1c(N)nc(N)nc1Nc1ccc(Br)cc1	/	0	-133	-3	/	-113	-140	-3
COc1ccc(C(=O)NC=C2C(=O)OC(C)(C)OC2=O)cc1	/	2	12	41	-1	1	0	0
Cc1csc(CNC(=O)CC2C(=O)NCCN2Cc2ccc(F)cc2Cl)n1 (stereo not given)	-5	0	-4	1	1	-8	-11	-4
CO[C@@H]1CN(C)C(=O)c2cc(NS(C)(=O)=O)ccc2OC[C@@H](C)N(C(=O)CN(C)C)C[C@H]1C	-1	-6	7	2	-4	/	-6	-5
CC1CCCC(C)N1C(=O)CSc1nnc(-c2ccco2)n1C (stereo not given)	-4	-3	-3	3	5	-7	9	-3
Nn1c(-c2ccccc2Cl)nnc1-c1ccccc1Cl	-2	/	/	/	9	-145	/	11
COc1cc(/C=C/C(=O)O)cc(S(=O)(=O)Nc2ccccc2SC)c1OC	/	1	1	2	/	-3	0	-1
COc1ccc(S(=O)(=O)N2CCCC2)cc1C(=O)N1CCOCC1	/	-2	1	1	/	-5	/	7
Cc1c(Cl)cccc1NC(=S)N(CCCN1CCOCC1)Cc1ccco1	/	0	11	-7	/	5	9	-2
CC(=O)Nc1ccc(NC(=O)CSCc2ccccc2Cl)cc1	3	2	-15	1	23	-22	-10	-4
COc1ccc(N(CC(=O)Nc2ccccc2C(F)(F)F)C2=NC3CS(=O)(=O)CC3S2)cc1 (stereo not given)	1	6	-2	4	16	12	-1	-6
CCCCOC(=O)CSc1nc(N)c(C#N)c(-c2ccc(OC)cc2)c1C#N	-3	/	/	/	-6	16	/	14
Cc1ccc(-c2csc(N3C(=N)SCC3=O)n2)cc1	/	6	-177	1	/	-79	-66	-7
N#C[C@@H]1[C@H](c2ccccc2-c2cccc(F)c2)[C@H](CO)N1C(=O)C1CCC1	/	1	5	-6	-5	-16	-10	-2
CCc1nnc(NC(=O)c2ccc(S(=O)(=O)N3CCCC(C)C3)cc2)s1 (stereo not given)	-3	2	-3	-4	/	2	-9	2
COc1ccc(C(CNC(=O)c2oc3cc(C)c(C)cc3c2C)N2CCCCC2)cc1 (stereo not given)	5	-3	9	-6	0	-1	20	2
CC(C(=O)NC(C)(C)C)N(Cc1cccs1)C(=O)CCN1CCc2ccccc21 (stereo not given)	/	-2	7	-7	/	19	8	/
CC(C)(C)c1ccc(CS(=O)(=O)CC(O)CN2CCCC2=O)cc1 (stereo not given)	-6	-2	0	2	-1	17	5	15
COc1ccccc1NC(=O)C(C)OC(=O)C1CCN(S(=O)(=O)c2ccc(C)c(C)c2)CC1 (stereo not given)	0	-5	0	-2	-17	10	-3	/
COc1ccccc1-n1c(SCC(=O)Nc2ccc(Cl)cc2)nc(O)c(Cc2ccccc2)c1=O	-1	0	14	1	-3	-12	/	0
C[C@H](CO)N1C[C@H](C)[C@@H](CN(C)Cc2ccc(C(=O)Nc3ccccc3N)cc2)Oc2ccc(NC(=O)C3CC3)cc2C1=O	/	-1	/	-2	-3	7	2	/
Cc1oc(-c2ccccc2Cl)nc1CS(=O)(=O)CC(=O)NC1CCCC1	0	4	-1	-4	/	24	0	-4
CC(=O)c1c(C)[nH]c(C(=O)NC(C)c2ccccc2)c1C (stereo not given)	-4	-1	-8	-4	-6	-1	-5	2
Cc1ccc(C(=O)OCC(=O)Nc2ccc3c(c2)OCO3)o1	5	/	/	/	-8	-1	/	-2
O=S(=O)(Cc1ccccc1)N1CCn2c(nc3ccccc32)C1	2	0	-17	8	0	-2	4	-4
Cc1cc(C)n2nc(SCC(=O)Nc3ccc(F)c(F)c3F)nc2n1	-1	-5	4	-4	5	-9	-2	5
COc1cc(NC(=O)c2ccc(N3CC4CC(C3)c3cccc(=O)n3C4)c(NC(=O)c3ccncc3)c2)cc(OC)c1OC (stereo not given)	-8	-4	/	1	0	24	1	4
Cc1ccc(S(=O)(=O)N(C)C)cc1NC(=O)COC(=O)Cc1ccc(Br)cc1	/	-7	1	-5	/	9	-4	/
CCSc1ccccc1C(=O)N1CCN(Cc2ccc3c(c2)OCO3)CC1	-9	/	/	/	18	/	7	-3
C[C@H](CO)N1C[C@H](C)[C@@H](CN(C)S(C)(=O)=O)Oc2cc(C#CC3CC3)ccc2S1(=O)=O	-3	6	-9	-2	14	-19	-8	6
CN1C(=O)c2cc(NC(=O)Cc3cccs3)ccc2OC[C@@H]2O[C@H](CC(=O)NCc3ccc(-c4ccccc4)cc3)CC[C@H]21	/	/	9	/	-4	19	-2	-4
COC(=O)[C@@H]1C[C@@]2(O)[C@@H](O)[C@@H](O)[C@@H](O)C[C@H]2N1C/C=C/c1ccccc1	2	1	4	7	4	-28	-13	6
O=C(N/N=C/c1ccc([N+](=O)[O-])cc1)c1cccs1	-7	-1	-78	1	-2	-125	-79	3
COCCNC(=O)C[C@H]1CC[C@H]2[C@@H](COc3ccc(NC(=O)Nc4ccccc4)cc3C(=O)N2C)O1	2	-2	-27	-6	-10	-3	-2	-11
NC(=O)CC(NC(=O)Cc1ccc(Br)cc1)c1ccc(N2CCN(c3ccc(F)cc3)CC2)c([N+](=O)[O-])c1 (stereo not given)	-1	/	13	/	/	34	6	9
COCC(=O)N1CC(=O)N2[C@@H](CO)[C@H](c3ccc(-c4ccncc4)cc3)[C@@H]2C1	/	1	-2	6	102*	-29	-2	-1
C/C=C/c1cnc2c(c1)C(=O)N([C@H](C)CO)C[C@H](C)[C@H](CN(C)Cc1ccc(F)cc1)O2	2	4	-5	5	-5	-9	2	-17
Cn1cc(C(=O)c2cccc(Cl)c2Cl)cc1C(=O)O	8	/	/	/	11	-1	/	0
CC(C)CCNC(=O)C1(C)CCN1Cc1ccc2ccccc2c1 (stereo not given)	0	1	-2	-3	-4	-7	-4	12
N#Cc1cnn2c(N)c(-c3ccc(Cl)cc3)cnc12	/	0	-21	11	-6	-9	13	0
O=C(C[C@@H]1CC[C@@H]2[C@H](COC[C@@H](O)CN2Cc2cccc(C(F)(F)F)c2)O1)NCc1ccc(Cl)cc1	0	3	5	21	-7	22	5	-1
COc1ccccc1NC(=O)C1(c2ccccc2)CCCC1	0	/	17	1	9	5	-1	8
COc1ccc(N2C(=O)CC(N3CCN(c4ccccc4)CC3)C2=O)cc1 (stereo not given)	-1	2	-6	-49	-4	31	-10	-8
CCC(=O)c1ccc(OCC(=O)Nc2cc(S(=O)(=O)N3CCCCC3)ccc2OC)cc1	-3	-1	8	-4	/	46	-1	-2
CC1=C(C(=O)N(C(C)C)C(C)C)CC(CC(=O)NC(c2ccccc2)c2ccccc2)C(=O)N1Cc1ccc(F)cc1 (stereo not given)	1	1	10	-2	-1	6	4	1

Additional compounds follow.
SMILES	PglD inh	ERAP1 inh	EWS-Fli inh	S100A4 MyoIIA	PGC1a acetyl inh	PAX8 reporter	LGR2 inh	FN deposit inh
Cc1onc(-c2c(Cl)cccc2Cl)c1C(=O)ONC(=O)c1ccccc1	/	7	1	-21	4	12	-12	-5
CCN1CCCC1CNC(=O)C(=O)NCc1ccccc1 (stereo not given)	-2	6	1	0	3	-15	-1	-1
CCC(=O)N1CCCCN2[C@H](C1)[C@@H](c1ccc(C#Cc3ccccc3)cc1)[C@@H]2CO	2	-2	2	-19	-27	21	15	/
CCCOc1cc(C)c(S(=O)(=O)NCc2cccs2)cc1C	4	4	8	1	-1	-3	2	-2
COCCC(=O)N1CCCC(C(=O)c2ccc(Oc3ccccc3)cc2)C1 (stereo not given)	3	-1	4	4	-5	7	-12	15
COC(=O)c1cccc(OCCCN2CCC(C(O)(c3ccccc3)c3ccccc3)CC2)c1	/	0	5	-2	/	-6	8	-2
CCC1C(O)=C(c2ccccn2)C(=N)N1c1ccccc1 (stereo not given)	-3	0	11	-4	4	/	-4	/
CC(=O)Nc1ccc(C(=O)CN2CCN(c3ccccc3)CC2)cc1	3	2	-23	-7	5	7	-2	-1
O=C(Nc1cccc(S(=O)(=O)N2CCCCC2)c1)C1=NN(c2ccccc2)C(=O)CC1	2	1	21	-4	-11	38	5	9

Reprinted at random: 6 records from the list.
SMILES	PglD inh	ERAP1 inh	EWS-Fli inh	S100A4 MyoIIA	PGC1a acetyl inh	PAX8 reporter	LGR2 inh	FN deposit inh
COc1ccccc1NC(=O)C(C)OC(=O)C1CCN(S(=O)(=O)c2ccc(C)c(C)c2)CC1 (stereo not given)	0	-5	0	-2	-17	10	-3	/
CC(=O)Nc1ccc(NC(=O)CSCc2ccccc2Cl)cc1	3	2	-15	1	23	-22	-10	-4
COc1ccc(S(=O)(=O)N2CCCC2)cc1C(=O)N1CCOCC1	/	-2	1	1	/	-5	/	7
CCC1C(O)=C(c2ccccn2)C(=N)N1c1ccccc1 (stereo not given)	-3	0	11	-4	4	/	-4	/
CCC(=O)c1ccc(OCC(=O)Nc2cc(S(=O)(=O)N3CCCCC3)ccc2OC)cc1	-3	-1	8	-4	/	46	-1	-2
C[C@@H]1CN([C@@H](C)CO)C(=O)Cc2cc(NC(=O)C3CCCCC3)ccc2O[C@H]1CN(C)Cc1ccc(C(=O)Nc2ccccc2N)cc1	9	0	52*	0	-20	/	-6	3
